# Screens (PubChem BioAssay)
# CRE-bla Fsk: alters forskolin-stimulated CRE reporter signaling in CHO cells. CHO CRE-bla reporter (cAMP response element driving beta-lactamase), forskolin EC10, beta-lactamase ratio. Potency, µM (series often up to 38.2 µM), inactives show at the highest dose activity change, negative = inhibition, usual class: activators. hit rate 2.5% among 71,000. AID 662; active = well fitted activation curve with a large enough effect in the signal ratio, with a control signal flat, not every such curve was filed as active; inconclusive = small, poorly fitted or top-dose-only effect, or effect the other way, or a change in a side signal; the % refers to the signal ratio; also: potency is read from the fitted curve at half-maximal effect; % of control where 0% means no effect
#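 CHO CRE-bla cells, overnight plating in Opti-MEM with 0.5% dialyzed FBS; cpd titration + EC10 NKH 477, 3 h 37 °C; CCF4 2 h RT; ex 405/em 460 vs 530 ratio → %Activity, AC50.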
# 4MU fluor: 4-MU region autofluorescence; max dye-equivalent concentration, M; compound autofluorescence, 340/450 nm, 4-MU equivalents; active compounds read high; hit rate 11% among 59,000; in the data active = max dye-equivalent concentration above about 10 nM; inconclusive = mostly about 1.1 nM to 9.6 nM
#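 Compounds in 100 mM Tris, pH 8.0, sat 15 min at room temperature before fluorescence was read at 340 nm excitation/450 nm emission; a per-plate six-point 4-MU standard curve converted signals to dye-equivalent concentration at each compound concentration.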
# TexasRed autofl: compound fluoresces in the Texas Red spectral region | Compound fluorescence, Texas Red channel, 547/618 nm; active compounds read high | max dye-equivalent concentration, M | hit rate 0.06% among 59,000 | AID 587; in the data active = max dye-equivalent concentration above about 10 nM; inconclusive = between about 1.1 nM and that limit
#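 Pin-transferred compounds and Texas Red standards go into 100 mM Tris buffer, pH 8.0. After 15 min at room temperature, plates are imaged with 547/618 nm filters. Each value is a dye-equivalent concentration derived from the per-plate dye curve.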
# Ub-GFP proteasome: proteasome inhibitors stabilizing ubiquitin-GFP reporter. Ubiquitin-GFP reporter cells, proteasome inhibition, GFP fluorescence; response scale: untreated = 0%, 10 µM MG-132 = 100%. Potency, µM (series often up to 45.9 µM), for inactives: at the top dose activation (GFP accumulation), most hits filed as activators. 67,000 tested, under 10 active. AID 526; active = well fitted activation curve with a large enough effect, not every such curve was filed as active; inconclusive = small, poorly fitted or top-dose-only effect, or another doubt; inactive = no such curve, though single readings can be large or run the other way; also: potency is read from the fitted curve at half-maximal effect
#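 Proteasome block read as GFP accumulation: ubiquitin(G76V)-GFP U2OS cells exposed to compound (2.9 nM–46 uM) for 4 hr at 37 C. Normalization used untreated cells as 0% and 10 uM MG-132 as 100%; concentration-response curves fitted.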
# ERK AVP inh: vasopressin-driven ERK pathway inhibition; hit rate 0.99% among 72,000; Potency, µM (highest dose often 57.5 µM), without a hit: at the highest dose activity, negative = inhibition, most hits filed as inhibitors; HEK293-V1b, vasopressin-stimulated pERK AlphaScreen; AID 995; also: potency is read from the fitted curve at half-maximal effect; % is scaled to controls: 0 for no effect and ±100 for the full control effect; nearly all actives have a fitted effect of over 55% in size
#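 HEK293 cells stably expressing V1b receptor, preincubated 30 min at 37 °C with compound, then stimulated 5 min with 25 nM vasopressin. Phospho-ERK by AlphaScreen SureFire after 5 h RT; normalized to DMSO and vasopressin; AC50 by Hill fit.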
# GFP derepression: derepresses silenced GFP locus in mouse C127i cells; mouse C127i GFP locus derepression, cytometry, 30 h; Potency, µM (top dose mostly 46.1 µM), without a hit: at the highest dose GFP derepression (activation); hit rate 0.09% among 68,000; also: % of control where 0% means no effect
#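 Locus derepression in mouse mammary C127i cells whose integrated CMV-GFP reporter is normally silent; GFP expression after 30 h compound treatment was quantified by counting fluorescent cells.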
# Luciferase inh: inhibitors of firefly luciferase; P08659; purified firefly luciferase, luminescence, 8 min; Potency, µM (top dose mostly 57.1 µM), without a hit: at the top dose activity change, negative = inhibition, hits mostly inhibitors; hit rate 2.2% among 72,000; AID 411; also: potency is read from the fitted curve at half-maximal effect; % is scaled to controls: 0 for no effect and ±100 for the full control effect; nearly all actives have a fitted effect of over 40% in size
# Target sequence (P08659 whole entry, looked up): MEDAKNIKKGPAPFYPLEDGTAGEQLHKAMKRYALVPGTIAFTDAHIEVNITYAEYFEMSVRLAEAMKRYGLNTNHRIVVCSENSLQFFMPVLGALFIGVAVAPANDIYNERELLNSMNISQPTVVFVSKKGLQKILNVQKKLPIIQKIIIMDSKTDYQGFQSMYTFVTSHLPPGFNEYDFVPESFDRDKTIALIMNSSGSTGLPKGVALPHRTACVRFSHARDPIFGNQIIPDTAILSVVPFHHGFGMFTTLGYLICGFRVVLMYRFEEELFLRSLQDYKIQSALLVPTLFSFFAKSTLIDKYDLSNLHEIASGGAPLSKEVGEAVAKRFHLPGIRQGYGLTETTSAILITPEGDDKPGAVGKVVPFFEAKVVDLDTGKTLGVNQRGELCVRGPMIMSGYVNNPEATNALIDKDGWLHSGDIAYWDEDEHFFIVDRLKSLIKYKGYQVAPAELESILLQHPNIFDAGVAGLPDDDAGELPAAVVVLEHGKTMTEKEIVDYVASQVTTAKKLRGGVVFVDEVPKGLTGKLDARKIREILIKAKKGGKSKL
#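 Substrate buffer containing 10 uM ATP (pH 7.2 imidazole, Mg2+, KCl, detergent, BSA) is dispensed, compound pinned in, then luciferase/luciferin detector mix added. After 8 min at ambient temperature, light output is measured.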
# Fluorescein autfl: fluorescein region autofluorescence; Compound autofluorescence, 480/540 nm, fluorescein-equivalent; active compounds read high; max fluorescein-equivalent concentration, M; hit rate 0.91% among 59,000; AID 593; in the data active = max fluorescein-equivalent concentration above about 10 nM; inconclusive = between about 1.1 nM and that limit
#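 Autofluorescence profiling; 100 mM Tris, pH 8.0; incubation 15 min at RT; ex/em 480/540 nm; result as fluorescein-equivalent concentration.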
# HBB splice mod: modulators of hemoglobin beta chain splicing | HBB splicing reporter cell assay, activation; EGFP reporter with mutant IVS2-654 intron; response scale: normalised to 500 nM splice-correcting PNA | Potency, µM (top dose mostly 46.1 µM), for inactives: at the top dose activation, hits mostly activators | hit rate 0.06% among 65,000; also: potency is read from the fitted curve at half-maximal effect; 0% is about no effect
#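 Compounds were applied for 2 days to HeLa EGFP-654 cells, 500/well in Optimem with 2% FCS. The reporter's EGFP is disrupted by mis-splicing of beta-globin intron IVS2-654. Readout: summed well GFP fluorescence from 488 nm laser scanning; reference was 500 nM antisense […] 654 PNA.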
# Hsp90 Hop PPI: changes Hsp90-Hop TPR2A binding signal, up or down; hit rate 0.44% among 71,000; Potency, µM (top dose mostly 57 µM), without a hit: top-dose activity change, negative = inhibition; AID 595; AlphaScreen TPR2A-His6 binding biotin-Hsp90 C-terminal peptide; active = well fitted curve in either direction with a large enough effect; inconclusive = small, poorly fitted or top-dose-only effect, or another doubt; also: potency is read from the fitted curve at half-maximal effect; % is scaled to controls: 0 for no effect and ±100 for the full control effect; many of its hits are not listed in these tables
# A350 autofl: A350 region autofluorescence; Compound autofluorescence, 340/450 nm, Alexa 350 dye-equivalents; active compounds read high; max dye-equivalent concentration, M; hit rate 11% among 59,000; AID 590; in the data active = max dye-equivalent concentration above about 10 nM; inconclusive = mostly about 1.1 nM to 9.6 nM
# * hit, by the source's call; i = inactive; ? = inconclusive; . = not tested or not shown; [ ] = another dose, or the depositor's remark. Unless noted, calls follow the shape of the dose curve; as a rule, active = well fitted curve in the direction sought with a large enough effect; inconclusive = small, poorly fitted or top-dose-only effect, or another doubt; inactive = no such curve, though single readings can be large; an effect the other way counts as inactive or inconclusive. The list is partial. The share of hits here may be higher or lower than overall.
SMILES,CRE-bla Fsk,4MU fluor,TexasRed autofl,Ub-GFP proteasome,ERK AVP inh,GFP derepression,Luciferase inh,Fluorescein autfl,HBB splice mod,Hsp90 Hop PPI,A350 autofl
CCN(CC)C(=O)CSc1nnc(-c2ccccc2)n1N,2%,1.7e-08M*,i,7%,33%,-2%,5%,i,-1.2%[1.84 µM],?,?
O=C1C2CCCN2C(c2ccc(Cl)cc2)N1c1nccs1 (stereo unspecified),?,i,i,3%,20%,0%,-1%,i,0.5%,4%,i
CCc1cc(C(=O)OC)c(NC(=O)c2cc(Br)cs2)s1,17%,6.6e-08M*,i,10%,126%[activator],0%,0%,i,-1.5%,?,4.5e-08M*
COc1c(C(=O)N2CCCC2)ccc2ccccc12,-5%,i,i,3%,21%,2%,0%,i,-0.5%,?,i
CCOC(=O)C1(O)CSc2nc3sc(C(=O)O)c(C)c3c(=O)n21 (stereo unspecified),5%,i,i,11%,-12%,14%,2%,i,-0.9%,-3%,i
O=C(CCCNS(=O)(=O)c1cccc2nsnc12)NC1CCCCC1,?,i,?,-1%,-11%,-2%,0%,i,-5.0%,2%,i
COCc1cc(C)nc(Nc2ccccc2C)c1C#N,?,?,i,3%,-16%,0%,0%,?,0.1%,7%,?
c1ccc(C(c2ccccc2)N2CC[C@@]3(CCCNC3)C2)cc1,-10%,i,i,-7%,6%,-7%[9.22 µM],2%[11.4 µM],i,1.0%,0%,i
CCn1c(=N)n(CCO)c2ccccc21,-1%,i,i,3%,25%,1%,4%,i,.,2%,i
CCCC(=O)N(c1ccc2oc(=O)sc2c1)S(=O)(=O)c1ccccc1,?,i,i,2%,-27%,2%,-9%,?,2.2%[57.5 µM],-11%,i
O=C(NCc1ccc2c(c1)OCO2)C1CCCN(S(=O)(=O)c2cccnc2)C1 (stereo unspecified),-10%,.,.,3%,0%,.,3%,.,0.0%,-5%[2.3 µM],.
C/C(N)=C(/C#N)C(=O)CSc1ccc2c(c1)OCCO2,-9%,i,i,4%,3%,-1%,-10%,i,-1.8%,-1%,i
COc1ccc2nc3sc(C(=O)N4CCN(C)CC4)cc3cc2c1,?,8.7e-08M*,i,-8%,-13%,0%,-21%,?,-2.0%,1%,8.2e-08M*
CC(O)c1ccc2c(c1)OCCOCCN(C)CCOCCO2 (stereo unspecified),0%,i,i,6%,1%,5%,4%,i,.,13%,i
CCCS(=O)(=O)N1CCCC(C(=O)NC(C)c2ccc3c(c2)OCCO3)C1 (stereo unspecified),-6%,i,i,-1%,16%,4%,0%,i,-0.1%,-1%,i
CN(c1ccccc1)S(=O)(=O)c1ccc(C(=O)OCC(=O)N2CCOCC2)cc1,-2%,i,?,0%,16%,4%,-1%,i,0.5%[57.5 µM],1%,i
O=C(NCc1ccc2c(c1)OCO2)c1ccc(CS(=O)(=O)c2ccc(Br)cc2)o1,-11%,.,.,1%,?,.,3%,.,-0.4%,0%[2.3 µM],.
O=C1N(Cc2ccc3c(c2)OCO3)c2ccccc2C1(O)c1c[nH]c2ccccc12 (stereo unspecified),?,?,?,6%,-8%,0%,1%,?,0.8%,-12%,?
CC(C)NC(=O)N1CCCC2(CCN(C(=O)c3cc(C(F)(F)F)cc(C(F)(F)F)c3)CC2)C1,0%,i,i,-5%,-3%,0%[9.22 µM],0%[11.4 µM],i,0.6%,-6%,i
N#Cc1ccc(CSc2nnc(Nc3ccccc3)s2)cc1,5%,i,i,0%,-3%,1%,0%,i,-0.6%[57.5 µM],1%,i
COc1ccc(CN2CCN(C(=O)C3CC(=O)N(C4CCCCCC4)C3)CC2)c(OC)c1OC (stereo unspecified),10%,i,i,2%,-4%,-1%,1%,i,-1.7%,-10%,i
O=c1oc2c3c4c(cc2c2c1CCC2)OCCN4CCC3,13µM*,.,.,4%,5%,-2%,-1%,.,1.1%,16%,.
CC1CCc2sc3nc(NCc4ccco4)n4ncnc4c3c2C1 (stereo unspecified),?,i,i,.,?,-2%,-2%,?,1.2%[0.369 µM],1%,i
c1ccc(-n2c(SCc3ccncc3)nnc2-c2ccco2)cc1,15%,i,?,-5%,-27%,0%,1%,i,-0.9%,0%,i
Clc1cccc(Cl)c1Cn1nnc(-c2cccs2)n1,-2%,i,i,-8%,-12%,0%,0%,i,.,4%,i
COC(=O)c1cc2c(=O)n3ccccc3nc2n(C)c1=N,7.9µM*,9.5e-06M*,i,-3%,11%,2%,3%,i,0.8%[57.5 µM],2%,1.3e-05M*
Cc1cccc(C)c1OCc1nnc(SCC(=O)NCc2ccccc2)o1,1%,i,?,-12%,-4%,-2%,-1%,?,1.6%,5%,i
O=C(O)CNC(=O)c1ccccc1O,9%[7.6 µM],i,i,-1%[9.17 µM],-7%[11.5 µM],-7%[9.22 µM],2%[11.4 µM],i,1.4%[9.22 µM],-3%[11 µM],i
CCOC(=O)N1CCC(NC(=O)c2cccc3c2C(=O)N(Cc2cccnc2)C3)CC1,8%,i,i,19%,13%,-1%,2%,i,0.0%,1%,i
CC1(C)CC(=O)N(CC(=O)N2CCN(c3ncccn3)CC2)c2ccccc2S1(=O)=O,18%,.,.,-3%,-2%,-4%,-1%,.,-1.6%,-3%,.
CC1=CC(=O)CC(C)(C)[C@]1(O)/C=C\C(C)=C\C(=O)O,3%[7.6 µM],i,i,-4%[9.17 µM],7%[11.5 µM],0%[9.22 µM],0%[11.4 µM],?,1.4%[9.22 µM],-2%[11 µM],i
O=C(NCCCNCc1ccccc1)/C(=N\O)c1ccccc1,.,i,i,.,.,-1%[20.6 µM],3%[25.5 µM],i,.,.,i
COC(=O)C(CCCCN1C(=O)C2C3C=CC(C3)C2C1=O)N1C(=O)C2C3C=CC(C3)C2C1=O (stereo unspecified),3%,i,i,-1%,57%,2%,4%,?,-4.2%[57.5 µM],?,i
O=C(NCCCn1ccnc1)C(Cc1ccccc1)N1C(=O)c2ccccc2C1=O (stereo unspecified),.,i,i,.,.,-4%[20.6 µM],0%[25.5 µM],?,.,.,i
COc1ccc2oc(=O)c(C(=O)N3CCCc4ccccc43)cc2c1,-4%,i,i,-4%,-7%,-2%,1%,i,0.0%[57.5 µM],-4%,i
Cc1cc(C(=O)CSc2nnc(-c3ccncc3)n2-c2ccccc2)c(C)n1C,-13%,i,i,-3%,-20%,-1%,0%,?,-4.1%,-9%,i
O=C(CSc1nnc(-c2ccc(OC(F)F)cc2)o1)N1CCOCC1,-6%,i,i,-5%,12%,0%,-6%,?,0.0%[57.5 µM],-3%,i
N#Cc1nc(Cc2cccc3ccccc23)oc1N1CCOCC1,?,i,?,0%,-14%,-4%,-1%,i,0.3%[1.84 µM],?,i
Cc1cnc(CNc2ncncc2-c2ccc(C(=O)N(C)C)cc2)cn1,4%,i,i,1%,0%,1%[9.22 µM],0%[2.29 µM],i,1.2%,-4%,i
CCOc1ccc(-c2cc3nc(C4CCN(C(=O)OC(C)(C)C)CC4)c(C(=O)O)cn3n2)cc1,13µM*,2.6e-08M*,?,11%,?,0%,-1%,i,1.7%[1.84 µM],-1%,?
Cc1cccnc1Nc1nc(-c2ccc(O)cc2O)cs1,?,i,i,-2%,-9%,1%,16µM*,?,-2.3%,-8%,i
Nn1c(Nc2ccccc2)nc2sc3c(c2c1=O)CCC3,-11%,.,.,1%,?,4%,20µM*,.,-1.2%[9.22 µM],-9%,.
CCn1ncc(Br)c1C(=O)Nc1cc(C(=O)OC)ccc1C(=O)OC,6%,2.8e-08M*,i,2%,19%,4%,2%,i,-1.3%,-7%,2.7e-08M*
CSc1ccccc1NC(=O)c1cnccn1,11%,i,i,-3%,-15%,-5%,0%,?,-1.3%,-7%,i
O=C(O)C1CCCCC1C(=O)NCCCN1CCOCC1 (stereo unspecified),?,i,i,-4%,-26%,1%,3%,i,2.4%,3%,i
O=S(=O)(c1ccc2c(c1)OCCO2)N1CCN(Cc2ccc3c(c2)OCO3)CC1,-17%,i,i,-2%,12%,3%,4%,i,-1.5%[57.5 µM],-6%,i
CN(C)CCSc1nnc(-c2ccccc2)o1,-1%,i,i,3%,-8%,4%,-13%,?,.,0%,i
Cc1cc(C)cc(N2C(=O)CC(N3CCOCC3)C2=O)c1 (stereo unspecified),5%,.,.,0%,-4%,0%,0%,.,13%,1%,.
Cn1c(NC(=O)c2ccco2)c(-c2ccccc2)c(=O)c2ccccc21,-15%,i,i,0%,-11%,3%,5%,i,-1.4%,-3%,i
